HT1080-NT tox – kills 2HG-producing HT-1080-NT fibrosarcoma cells; HT-1080-NT fibrosarcoma viability, CellTiter-Glo ATP luminescence, 48 h; 360,000 tested, 1.6% active; Potency, µM (series often up to 46.1 µM), without a hit: top-dose activity, negative = less viability, actives largely listed as cytotoxic;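 also: NT is the 2HG producing partner of a matched IDH1 knockdown line; potency is read from the fitted curve at half-maximal effect; 0% = DMSO-treated cells and -100% = media-only wells without cells; nearly all actives have a fitted effect of over 55% in size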
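Read-out is CellTiter-Glo luminescence after 10 minutes at room temperature, following 48 hours' compound treatment of HT-1080-NT cells (750 cells/well, RPMI, 5% FBS, 37 degrees C).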
MCF10A rereplic – inducers of DNA re-replication in MCF 10A breast cells; AID 624296; 350,000 tested, 2.9% active; MCF 10A DNA re-replication, Hoechst nuclear intensity, 48 h; Potency, µM (doses to about 46.1 µM), for the others: at the highest dose activity, positive = re-replication, actives largely listed as activators; also: potency is read from the fitted curve at half-maximal effect; % of control where 0% means no effect; nearly all actives have a fitted effect of over 50% in size
KB-V1 MDR tox – KB-V1 MDR subline cytotoxicity. KB-V1 MDR cells viability, CellTiter-Glo, 72 h. Potency, µM (doses to about 46.1 µM), for inactives: at the highest dose activity change, negative = cytotoxicity, usual class: cytotoxic. 400,000 tested, 3.4% active; also: potency is read from the fitted curve at half-maximal effect; % is scaled to controls: 0 for no effect and ±100 for the full control effect; nearly all actives have a fitted effect of over 60% in size
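KB-V1 cells (P-gp-expressing MDR subline of KB-3-1) in phenol-red-free DMEM with 10% FBS were exposed to library compounds over a concentration series for 72 h at 37 degrees C. Viability read by CellTiter-Glo luminescence; concentration-effect curves fitted after normalization.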
KB-3-1 tox – KB-3-1 parental cell cytotoxicity | KB-3-1 viability, CellTiter-Glo ATP luminescence, 72 h | Potency, µM (titrated, usually from 46.1 µM), without a hit: at the highest dose activity change, negative = cytotoxic, hits mostly cytotoxic | AID 1347075 | 400,000 tested, 1.4% active; also: potency is read from the fitted curve at half-maximal effect; % is scaled to controls: 0 for no effect and ±100 for the full control effect; nearly all actives have a fitted effect of over 60% in size
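Luminescent ATP read-out (CellTiter-Glo) measures survival of drug-naive KB-3-1 cells after 72 h compound exposure at 37 °C. Titration series was screened from lowest to highest concentration, with DMSO vehicle plates as background controls.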
SW480 rereplic – inducers of DNA re-replication in SW480 colon cancer cells. SW480 DNA re-replication, Hoechst DNA content imaging, 48 h. Potency, µM (doses to about 46.1 µM), for inactives: at the highest dose re-replication activation, most hits filed as activators. 340,000 tested, 1.8% active. AID 624297; also: potency is read from the fitted curve at half-maximal effect; % of control where 0% means no effect; nearly all actives have a fitted effect of over 55% in size
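250 cells/well; 23 nL cpd via pin tool; 48 hr, 37 C, 5% CO2; Hoechst 40 min; imager read of total nuclear intensity, ex 405/em 500-530 nm.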
IL-1B inflam inh – blocks inflammasome-driven IL-1 beta release. THP-1 LPS/ATP IL-1B secretion, AlphaLISA, 16 h; stronger effect = lower value. 360,000 tested, 4.7% active. activity change, % at 57.5 µM; in the data active = activity change below about -50%; inconclusive = mostly about -30% to -49%; also: % is scaled to controls: 0 for no effect and ±100 for the full control effect
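THP-1 cells pretreated 1 hr with compounds (up to 57.5 uM final), then stimulated with LPS (250 ng/mL final) plus ATP (1.25 mM final); secreted IL-1B measured by AlphaLISA after 16 hr, decreased signal indicating inhibition.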
HEK293 tox – cytotoxicity counter-screen for GLP-1 receptor inverse agonists | Potency, µM (titrated, usually from 38.3 µM), for inactives: at the top dose activity change, negative = inhibition, usual class: inhibitors | HEK293 cAMP-luciferase reporter cells, luminescence, 24 h | 410,000 tested, 0.13% active | AID 624418;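 also: loss of luciferase light is scored as toxicity; potency is read from the fitted curve at half-maximal effect; % is scaled to controls: 0 for no effect and ±100 for the full control effect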
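Luminescence readout: signal drop marks cytotoxicity. Plated cells grew 12 h at 37 °C, 5% CO2, received 23 nL compound for 24 h, then got luciferase reagent, read after 12 min at RT.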
HT1080 IDH1KD tx – toxicity to HT-1080 IDH1 knockdown cells (counter line); HT-1080 IDH1 knockdown viability, ATP luminescence, 48 h; Potency, µM (highest dose often 46.1 µM), without a hit: top-dose activity, negative = toxicity, usual class: cytotoxic; 360,000 tested, 2% active;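 also: potency is read from the fitted curve at half-maximal effect; 0% = DMSO wells and -100% = cell-free medium wells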
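CellTiter-Glo luminescence after 48 h compound exposure at 37 degrees C of IDH1-knockdown HT-1080 cells in 5% FBS RPMI. %Activity scaled between DMSO wells and cell-free media wells, with curves fitted and assigned curve classes.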
DRD3 agonist – activates the human D3 dopamine receptor; P35462; D3R DiscoveRx beta-arrestin cells, luminescence, 90 min; max activation, %; 410,000 tested, 0.58% active; in the data active = max activation above about 30%; also: 0% is about no effect; mostly tested at two doses, the higher about 12 µM
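Cells at 1500/well, incubated overnight, then treated with pinned compounds (dopamine as control) for 90 min at 37 degrees C. DiscoveRx reagent added for 30 - 60 minutes at room temperature; luminescence read.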
* = called active by the depositor; i = inactive; ? = inconclusive; . = no result given; [ ] = remark or other dose. Unless noted, calls follow the shape of the dose curve; as a rule, active = well fitted curve in the direction sought with a large enough effect; inconclusive = small, poorly fitted or top-dose-only effect, or another doubt; inactive = no such curve, though single readings can be large; an effect the other way counts as inactive or inconclusive.

SMILES	HT1080-NT tox	MCF10A rereplic	KB-V1 MDR tox	KB-3-1 tox	SW480 rereplic	IL-1B inflam inh	HEK293 tox	HT1080 IDH1KD tx	DRD3 agonist
COc1ccc(C2CC(=O)C3=C(C2)Nc2ccccc2N(C(=O)CCC(=O)O)C3c2ccc(F)cc2)cc1OC (configuration not stated)	18%	-3%	2%	0%	-7%	14	1%	11%	-3
CN(C)CCCOc1nc2c(c(=O)n(C)c(=O)n2C)n1C	9%	19%	9%	9%	2%	8	20%	8%	2
COCC(=O)N1CCC(Oc2ccc(C(=O)NC3CCOC(C)(C)C3)cc2)CC1 (configuration not stated)	0%	2%	7%	10%	0%	0	16%	-3%	-7
Cc1ccc(CNC(=O)CSc2nc(C)cc(C)c2C#N)cc1	-24%	1%	-20%	0%	1%	-14	0%	-15%	-2
CN(C)C(=S)Nc1ccc2ccccc2c1	14%	?	5%	-5%	-18%	4	?	11%	-4
CCCn1ccc2c(OCC(=O)Nc3ccc(C(F)(F)F)cc3)cccc2c1=O	.	.	43%	-3%	.	.	3%	.	1
CCCc1cc(C(=O)N(C)CC(=O)Nc2ccc(OCC)c(OCC)c2)sc1C	-6%	0.46µM*	?	?	-10%	-13	2%	-3%	-15
CCOC(=O)c1cc(-c2ccccc2C)nn1CC1CC(c2cccnc2)=NO1 (configuration not stated)	-3%	0%	0%	7%	-2%	-5	-2%	-1%	7
CCn1c(SCC(=O)NCC2CCCO2)nc2c([nH]c3ccccc32)c1=O (configuration not stated)	-4%	1%	-21%	-18%	-1%	30	-4%	-9%	8
CC(=O)ON=C1C=CC(=C(C#N)c2ccccc2)C=C1	7.3µM*	.	7.3µM*	3.7µM*	.	-111*	?	5.8µM*	-26
COc1cc(C(=O)Nc2nc(OC)c(-c3ccccc3)c(OC)n2)cc(OC)c1OC	?	16%	19%	11%	1%	-6	?	?	12
O=S(=O)(NCc1ccc(C(F)(F)F)cc1)c1ccc(-n2cnnn2)cc1	10%	-8%	-9%	-5%	-11%	-1	-5%	0%	-2
CCCCNC(=O)c1ccc(CS(=O)(=O)c2ccccc2OC)o1	16%	1%	-1%	-1%	-12%	5	1%	14%	0
CCOC(=O)c1ccc(NC(=O)NCc2c(C)nn(CC)c2C)cc1	0%	6%	?	-13%	2%	33	-11%[7.66 µM]	-5%	1
CCS(=O)(=O)c1nc(S(=O)(=O)c2ccc(C)cc2)c(N2CCC(C)CC2)s1	4%	7%	14%	1%	0%	9	-15%	1%	0
CCOc1cc(/C=N/NC(=O)c2ccccc2-n2cccc2)ccc1O	?	?	-21%	?	?	30	?	?	1
CC(C)(C)c1ccc(CC(=O)N2CCC2(C)C(=O)N2CCCCC2)cc1 (configuration not stated)	8%	.	-1%	0%	.	28	4%	11%	6
CCOC(=O)Cn1cc(/C=C/[N+](=O)[O-])c2ccccc21	?	?	?	0%	21µM*	-51*	?	?	0
O=C(NCc1nnc(SCC(=O)N2CCCC2)o1)c1ccc(F)cc1	2%	4%	1%	-1%	-4%	i	11%	19%	-1
Cc1ccc(NC(=O)CCN2C(=O)c3cccc4cccc(c34)C2=O)cc1	14%	-1%	-4%	6%	5%	18	-1%	-2%	1
CCCn1cc(S(=O)(=O)c2ccc(OC)cc2)c(=O)c2cc(OC)ccc21	-3%	0%	-17%	1%	17%	-11	-2%	-2%	-3
O=C(NNC(=S)Nc1ccc(Cl)c(Cl)c1)c1ccccn1	-19%	13%	1%	4%	28%	101	-15%	?	2
Clc1ccc(-c2csc3ncnc(NCCN4CCOCC4)c23)cc1	?	?	?	-1%	-4%[9.22 µM]	-7	67%[activator]	-27%	2
CC(C)CC(=O)Nc1ccc(OCC(=O)O)cc1	21%	?	17%	-2%	-18%	-9	4%	25%	0
COc1cccc(/C=C/C(=O)OCC(=O)Nc2cccc(S(=O)(=O)NC3=NCCCCC3)c2)c1	2%	-5%	0%	21%	20%	?	4%	1%	1
O=C(c1ccc2c(c1)N(Cc1c(F)cccc1Cl)C(=O)c1ccccc1S2)N1CCCC1	.	.	-4%	4%	.	.	-1%	.	3
O=C(C1CC1c1ccccc1)N1CCN(c2cccc(Cl)c2)CC1 (configuration not stated)	0%	14%	3%	-6%	-1%	-11	24%	9%	-5
CCOc1cc(/C=C/c2cccc[n+]2C)ccc1OCC(=O)Nc1ccc(C)cc1	-1%	12%	9%	?	-5%	-71*	3%	-5%	1
O=C(c1ccccc1)N1CCN(C2c3cccc4cccc(c34)C2NS(=O)(=O)c2ccccc2)CC1 (configuration not stated)	-16%	-2%	?	?	0%	-5	-23%	0%	-3
Cc1ccccc1-c1nc(CS(=O)(=O)CC(=O)NCCCN2CCCC2)c(C)o1	-5%	-2%	0%	13%	-3%	-26	3%	-9%	-4
CCN(CC)CCN1C(=O)C(O)=C(C(=O)c2cc3cccc(OC)c3o2)C1c1ccc(F)cc1 (configuration not stated)	?	-2%	7%	-5%	-57%[inhibitor]	-11	12%	23%	-11
CCOc1ccc(CCNC(=O)c2c(C)oc3ncn(CC(C)C)c(=O)c23)cc1OCC	.	.	-11%	-6%	.	.	0%	.	0
O=C(NCCN1CCCCC1)Nc1ccc(F)cc1	-4%	?	9%	-1%	?	-10	-1%	8%	-10
CC(=O)C1=C(O)C(=O)OC1c1ccc(C)cc1 (configuration not stated)	5%	-12%	24%	-4%	2%	4	-3%	-1%	9
Nc1oc2ccccc2c1C(=O)Cc1ccccc1O[C@@H]1O[C@H](CO)[C@@H](O)[C@H](O)[C@H]1O	13%	3%	?	3%	2%	-3	2%	1%	1
OCC[C@@H]1C[C@@H](O)[C@H](O)[C@@]2(Cc3ccccc3CCO2)O1	-12%	25%	-10%	12%	-10%	7	-16%	-1%	23
CCN(CC(=O)N1CCN(Cc2ccccc2)CC1)S(=O)(=O)c1ccccc1	1%	4%	?	-7%	-3%	7	15%	-1%	-10
CCOC(=O)N1CCN(C(=O)CN(c2ccc(C)cc2)S(=O)(=O)c2c(C)noc2C)CC1	5%	-18%	-18%	0%	-5%[9.22 µM]	14	-10%	9%	-3
C/C(=N\NC(=O)c1cc(O)cc(O)c1)c1ccc(NC(=O)Cc2ccccc2)cc1	1%	5%	2%	?	-5%	-13	5%	?	3
O=C(CSC1=NS(=O)(=O)c2ccccc2N1)Nc1ccccc1F	6%	2%	0%	0%	4%	-5	2%	9%	5
CC(=O)c1nc2ccccc2n1S(=O)(=O)c1ccc(Cl)cc1	7%	1%	17%	2%	-5%	11	-15%	4%	-8
COC(=O)/C=C1/S/C(=N/NC(=O)c2ccc(Cl)cc2Cl)NC1=O	-1%	?	-8%	-6%	?	.	6%	-1%	-4
CCC(C(=O)NC(C)(C)C)N(Cc1ccccc1Cl)C(=O)c1snc(C(N)=O)c1N (configuration not stated)	7%	19%	-2%	25%	-15%	27	-22%	1%	-3
CCCn1c(C(O)c2ccc(C)cc2)nc2ccccc21 (configuration not stated)	3%	?	-20%	-11%	-2%	2	4%	0%	3
O=C(CSc1nnc(-c2ccco2)n1-c1ccccc1)Nc1c(Cl)cc(Cl)cc1C(=O)O	11%	2%	0%	0%	-6%	4	-2%	12%	0
CSc1ncccc1C(=O)N1CCN(C(=O)c2ccccc2)CC1	1%	1%	?	6%	-32%[inhibitor]	0	-31%	12%	-1
CCCCCOC(=O)C1=C(C)NC(=O)NC1c1ccc(N(C)C)cc1 (configuration not stated)	0%	-2%	-11%	-6%	8%	-4	2%	6%	5
O=C1c2ccccc2C(=O)c2[nH]c(=O)[nH]c21	9.2µM*	?	10µM*	5.2µM*	1.3µM*	?	?	6.5µM*	-8
CCN(CC)CCN(C(=O)c1cccc([N+](=O)[O-])c1)c1nc2ccc(OC)cc2s1	7%	6%	0%	11%	-8%	-20	3%	9%	2
O=C(COc1ccccc1Br)NCc1ccco1	-10%	-1%	?	-19%	1%	-8	2%	6%	-2
CC(C)N(C)c1ncnc2c1ncn2[C@H]1CN(CCc2ccccc2)C[C@@H](CO)O1	?	.	6%	0%	.	-18	6%	15%	5
CCOC(=O)C1CCCN(C(=O)CCc2nnc(-c3ccc(C(C)=O)s3)o2)C1 (configuration not stated)	-1%	-3%	-9%	2%	-1%	4	11%	8%	-6
Cc1ccc(Cn2c(C(C)Nc3nc(-c4ccc(F)cc4)cs3)nc3cc(C(F)(F)F)ccc32)cc1 (configuration not stated)	-3%	1%	-18%	-5%	0%	-25	-14%	-5%	0
COc1cc(C)c(C(C)C)cc1S(=O)(=O)N1CCOCC1	7%	-7%	-5%	5%	0%	-7	1%	0%	5
COc1ccc(C(=O)NCCc2nnc3ccc(SCC(=O)NCc4ccccc4)nn23)cc1	-1%	5%	.	.	0%	-9	-1%	-3%	3
CCCCN(CCCNC(=O)c1c(C)oc2nc[nH]c(=O)c12)Cc1ccccc1	.	.	8%	-3%	.	.	20%	.	1
Cc1ccc(NC(=O)CSc2nnc(CNC(=O)c3ccco3)n2C)cc1	-16%	?	-6%	-16%	0%	23	6%	-12%	-37
COc1ccc(OCc2nnc(SCC(=O)Nc3oc(C)c4c(C)n[nH]c(=O)c34)n2C)cc1	1%	.	38%	0%	.	-6	-5%	3%	3

2 entries from above, bar-delimited:
canonical_smiles | HT1080-NT tox | MCF10A rereplic | KB-V1 MDR tox | KB-3-1 tox | SW480 rereplic | IL-1B inflam inh | HEK293 tox | HT1080 IDH1KD tx | DRD3 agonist
OCC[C@@H]1C[C@@H](O)[C@H](O)[C@@]2(Cc3ccccc3CCO2)O1 | -12% | 25% | -10% | 12% | -10% | 7 | -16% | -1% | 23
CCN(CC(=O)N1CCN(Cc2ccccc2)CC1)S(=O)(=O)c1ccccc1 | 1% | 4% | ? | -7% | -3% | 7 | 15% | -1% | -10
